Polio RdRp inh = poliovirus RNA polymerase inhibition | poliovirus polymerase elongation, fluorescence polarization; hits give low values | % elongation, % (compound at 16.7 µg/mL) | actives 0.66% (n = 150,000) | P03300; in the data active = % elongation below about 90%; note: some results filed as inactive read as strong as hits
Target sequence (P03300 1749-2209 limits assumed): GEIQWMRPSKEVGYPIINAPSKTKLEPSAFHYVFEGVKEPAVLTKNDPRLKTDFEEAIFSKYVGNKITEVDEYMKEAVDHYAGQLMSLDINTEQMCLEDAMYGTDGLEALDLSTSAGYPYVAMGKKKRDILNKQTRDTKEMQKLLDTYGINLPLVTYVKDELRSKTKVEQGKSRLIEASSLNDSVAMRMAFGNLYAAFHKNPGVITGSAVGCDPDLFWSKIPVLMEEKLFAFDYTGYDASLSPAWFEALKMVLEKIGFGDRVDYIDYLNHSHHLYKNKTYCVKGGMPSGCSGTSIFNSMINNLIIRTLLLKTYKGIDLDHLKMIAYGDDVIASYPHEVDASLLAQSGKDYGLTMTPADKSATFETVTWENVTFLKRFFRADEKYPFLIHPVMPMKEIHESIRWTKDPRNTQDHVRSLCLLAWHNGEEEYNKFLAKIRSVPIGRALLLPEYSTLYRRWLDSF
Polio RdRp inh FP z-score = recorded beside Polio RdRp inh, whose call it bears; z-score; measured here: FP z-score; hits read low
* = called active by the depositor; & = joins results of further samples. Some of the compounds tested (hit frequency here may not be typical).

SMILES	Polio RdRp inh	Polio RdRp inh FP z-score
O=C(CCc1nnc2n(Cc3ccccc3)c(=O)c3ccccc3n12)N1CCN(C(=O)c2ccco2)CC1	100.0	0.1
CCOc1ccc(C(=O)N[C@H](C(=O)NC2CCCCC2)C(C)C)cc1	99.0	-0.3
Cc1cc(N)c(O)cc1C	109.0	2.8
COc1cccc(C(=O)N2c3ccccc3C(Nc3ccccc3)CC2C)c1 (configuration not stated)	105.0	0.8
C1=CC2CCC(C1)N2CCN1C2C=CCC1CC2	106.0	0.3
CCOC(=O)c1c(-n2cnnn2)sc(C)c1C	97.0	-1.2
COc1ccc(CCNC(=O)CCCCCn2c(=O)[nH]c3cc(OC)c(OC)cc3c2=O)cc1OC	108.0	0.7
CCCCN(Cc1ccccc1)c1ncnc2nc[nH]c12	101.0	0.2
C=CCOc1ccc2c(C)cc(=O)oc2c1	101.0	0.2
Cn1cc(S(=O)(=O)N2CCCC2)cc1C(=O)NCc1ccccc1	104.0	0.5
COc1ccc(NC(=O)C2CCN(S(=O)(=O)c3ccc4[nH]c(=O)ccc4c3)CC2)c(OC)c1	112.0	1.2
Oc1ccc2nnc3c(Br)cnn3c2c1	70.0	-7.9
COC(=O)c1cc(S(=O)(=O)N(Cc2ccc(OC)cc2)Cc2cccn2C)oc1C	102.0	0
COc1ccc(Br)cc1CNC(=O)c1cc2ccccn2n1	100.0	-1.3
COc1ccc(-n2nc(C(=O)Nc3ccc4c(c3)OCCO4)c3c4ccccc4n(C)c3c2=O)cc1	100.0	-0.1
COc1cccc(C(=O)Nc2cccnc2)c1	102.0	0.1
COc1ccc(S(=O)(=O)N(CC(=O)Nc2cc(Cl)ccc2C)Cc2ccccc2)cc1OC	103.0	-0.2
CCOC(=O)/C=C1\SCC(=O)N1C(C)C(=O)Nc1ccc2c(c1)OCCO2 (configuration not stated)	100.0	-0.6
O=P(/C(=N/O)Sc1ccccc1)(N1CCOCC1)N1CCOCC1	100.0	0
O=C(NC1CCCCC1)C(c1cccs1)N(Cc1ccco1)C(=O)C1COc2ccccc2O1 (configuration not stated)	100.0	-1
CC(C)N1C(=O)S/C(=C/c2ccc3c(c2)OCCO3)C1=O	103.0	0.3
COc1ccc(Nc2nc(NC(=O)Nc3ccc(Cl)cc3)n[nH]2)cc1	106.0	2.1
COc1ccc(Nc2nnc(-c3ccc(C)c(S(=O)(=O)NCCO)c3)c3ccccc23)cc1C(N)=O	105.0	0.1
CN(C)c1ccc(/C=C/CN2CCCCCC2)cc1	102.0	0.7

Reprinted at random: 3 compounds from above, in no set order.
SMILES	Polio RdRp inh	Polio RdRp inh FP z-score
COc1ccc(Br)cc1CNC(=O)c1cc2ccccn2n1	100.0	-1.3
COc1ccc(Nc2nnc(-c3ccc(C)c(S(=O)(=O)NCCO)c3)c3ccccc23)cc1C(N)=O	105.0	0.1
COc1ccc(NC(=O)C2CCN(S(=O)(=O)c3ccc4[nH]c(=O)ccc4c3)CC2)c(OC)c1	112.0	1.2

Next part:
SMILES	Polio RdRp inh	Polio RdRp inh FP z-score
CN(C)S(=O)(=O)NC1CC(=O)N(c2ccc(F)cc2)C1 (configuration not stated)	105.0	0.8
O=C1C(c2ccnc3ccccc23)=C(O)c2ccccc21	92.0	-2.8
CCc1ccc(NC(=O)c2ccc(NC(=O)C3CCCO3)cc2)cc1 (configuration not stated)	98.0	-0.3
O=C(CCN1C(=O)C2CC=CCC2C1=O)OCn1nnc2ccccc2c1=O (configuration not stated)	108.0	0.7
CCn1c2ccccc2c2cc(NS(C)(=O)=O)ccc21	105.0	1.4
CCN(CC)C(=O)C12CC3CCC(CC(C3)C1)C2	101.0	-0.1
CC(NC(=O)COc1ccccc1)C(=O)O (configuration not stated)	106.0	0.3
CC1=CC(C)(C)N=C(Nc2nc(C)c3cc(C)cc(C)c3n2)N1	76.0*	-3*
NC(=O)C1CCCN(C(=O)Nc2c[nH]c3ccccc3c2=O)C1 (configuration not stated)	104.0	0.5
O=C(O)C(Cc1cnc[nH]1)NC1CNN=C1c1ccc(Cl)cc1 (configuration not stated)	95.0	-0.7
c1ccc(N2CN3CN2CN3c2ccccc2)cc1	104.0	0.5
COc1ccc(C(=O)NN2CC(=O)N(C(C)C)C2=O)c2ccccc12	101.0	-0.3

Part of the list above in order of SMILES length, low to high.
SMILES	Polio RdRp inh	Polio RdRp inh FP z-score
c1ccc(N2CN3CN2CN3c2ccccc2)cc1	104.0	0.5
CCc1ccc(NC(=O)c2ccc(NC(=O)C3CCCO3)cc2)cc1 (configuration not stated)	98.0	-0.3
CC1=CC(C)(C)N=C(Nc2nc(C)c3cc(C)cc(C)c3n2)N1	76.0*	-3*

Remaining list, next part
SMILES	Polio RdRp inh	Polio RdRp inh FP z-score
CCOC(=O)C1=C(NC(=S)Nc2ccccc2)CC2=C1CCCC2	101.0	-0.2
CNS(=O)(=O)c1cn(CC(=O)Nc2ccccc2)cc1S(=O)(=O)NC	100.0	-0.4
COc1ccc(NC(=O)CN(C)C(=O)c2ccc3c(c2)NC(=O)CS3)cc1	106.0	0.5
Cc1cc(C)c(C#N)c(SCCC(=O)Nc2nc(-c3ccccc3)ns2)n1	104.0	0.5
Cc1cc(NC(=O)CCCn2c(C)c3cnn(-c4ccccc4)c(=O)c3c2C)ccc1Br	100.0	-1.1
CCCN(C(=O)c1cc2c(s1)-c1ccccc1OC2)c1ccccc1F	104.0	-0.2
C=CCNC(=O)c1ccc(NC2=NC3CS(=O)(=O)CC3S2)cc1 (configuration not stated)	103.0	1
CCOC(=O)N1CCC(NC(=O)CCc2nc(C3=CCN(C)CC3)no2)CC1	102.0	-0.2
Cc1ccccc1Cc1c(C)nc2nc(SCC(=O)N(C)c3ccccc3)nn2c1C	113.0	0.7
Cc1ccc(OCc2cc(=O)n3c4c(sc3n2)CCCC4)c(C)c1	110.0	0.7
COc1cn(-c2ccccc2)nc1C(=O)OC(C)C(N)=O (configuration not stated)	101.0	-0.1
COC(=O)[C@@H](NC(=O)c1ccc2c(c1)S(=O)(=O)c1ccccc1C2=O)C(C)C	104.0	0.9
CCN(CC)C(=Nc1ccccc1)Nc1ccccc1	103.0	1.5
O=C(NCCc1csc2nc(-c3ccccc3F)nn12)c1ccco1	106.0	-0.1
O=C(O)C1C(c2ccccc2)C(C(=O)N2CCOCC2)C1c1ccccc1 (configuration not stated)	107.0	0.3
O=C1NC(=Nc2ccc(F)cc2)S/C1=C/c1ccc(N2CCCC2)o1	43.0	-5.6
CCCCCCCCCCCCCCCCOC[C@@H](COP(=O)([O-])OCC[N+](C)(C)C)OC(C)=O	102.0&100.0	0.3&0.1
COc1cccc2cc(-c3csc(Nc4cccc(C(F)(F)F)c4)n3)c(=O)oc12	104.0	0.8
CC(C)CN(CC(C)C)c1ncnc2c1cnn2-c1ccc(Cl)cc1	105.0	1.3
Cc1cc(C)c2c(n1)OC(N1CCOCC1)(C(F)(F)F)CC2=O (configuration not stated)	102.0	0.4
O=C(c1ccc2snnc2c1)N1CCCCC1	107.0	0.4
CCOC(=O)c1ccc(N2C(=O)CC(SCC(=O)Nc3ccc(S(N)(=O)=O)cc3)C2=O)cc1 (configuration not stated)	105.0	0.3
Cc1ccccc1NC(=O)c1cc2c([nH]c1=O)CC(C)(C)CC2=O	108.0	0.5
COc1cc(/C=C2\N=C(c3ccccc3)OC2=O)cc(Br)c1OCc1c(C)no[n+]1[O-]	97.0	-0.5
CC(C)C(=O)OC1=CN(Cc2ccccc2)S(=O)(=O)c2ccccc21	108.0	0.4
CCOC(=O)c1cccc(NC(=O)N2CCC(CN3CCCCCC3)CC2)c1	119.0	1.5
Cc1sc2nc(SCc3cc(=O)[nH][nH]3)n(Cc3ccco3)c(=O)c2c1C	99.0	-1.1
O=C(CSc1ccc2ccccc2c1)Nn1cnnc1	103.0	0.6
COc1ccc(Nc2nccc(-c3cccc(C#N)c3)n2)cc1	100.0	-0.3
CCN(CC)c1ncnc(Cl)c1Cc1ccc(OC)cc1	101.0	-0.5
CC(C)(C)NC(=O)COc1ccc(CO)cc1	100.0	-1
COc1ccc(-c2ccc(CNCCN3CCOCC3)o2)cc1Cl	99.0	-1.1
CCOc1ccc2c(c1)c(=O)c(S(=O)(=O)c1ccc(CC)cc1)cn2CC	104.0	-0.1
COc1cc(/C=C2\SC(=O)N=C2N)ccc1O	98.0	-0.8
Cc1cc(=O)[nH]c2nnc(SCc3cccc(C(F)(F)F)c3)n12	109.0	0.3
COc1nc(OC)nc(N2CCN(c3cccc(C(F)(F)F)c3)CC2)n1	102.0	0
Oc1ccccc1CN(Cc1ccco1)CC(O)COc1ccc(Cl)cc1Cl (configuration not stated)	102.0	0
Cc1ccc2c(c1)-c1c(cnn1CC(=O)Nc1cccnc1Cl)CO2	103.0	0.6
COc1ccc(S(=O)(=O)Nc2cc(Cl)ccc2Sc2nncn2C)cc1Br	101.0	-0.3
CCCc1nn2c(=O)cc(COC(=O)c3ccc(NC(=O)COc4ccc(F)cc4)cc3)nc2s1	102.0	-1.2
CCc1ccc(NC(=O)CSc2nnc(C(C)C)n2CC)cc1	99.0	-1
CC(C)OCCCN1C(=O)c2[nH]nc(-c3ccccc3O)c2C1c1cccc(OCc2ccccc2)c1 (configuration not stated)	108.0	0.5
CNC(=O)Cn1nc(C)n2cccc2c1=O	104.0	1.2
CCc1nc2ccccc2c(C(=O)OC2CCCC2=O)c1C (configuration not stated)	102.0	-0.2
CC1CCN(c2nn3c(=O)c(C(=O)NCCc4ccccc4)cnc3s2)CC1	101.0	-1.1
Clc1ccc(-c2cn3ncsc3n2)cc1	103.0	-0.7
O=C(c1ccc(Cl)cc1)N1CCCOC1	103.0	0.7
CCOc1ccc(S(=O)(=O)N(C)c2ccc(OCC(=O)NCCCn3ccnc3)cc2)cc1	104.0	0.4
O=C(c1cccs1)N1CCCn2c(SCc3ccccc3)nnc21	108.0	0.6
Cc1cccc(CN2C(=O)c3ccccc3Sc3ccc(C(=O)NCc4ccco4)cc32)c1	111.0	0.5
C/C(=C\c1ccccc1)C(=O)NC1CCCC1	98.0	-1.1
O=C(NCCO)C(=O)NCC(c1ccc2c(c1)OCO2)N1CCOCC1 (configuration not stated)	105.0	-0.6
Cc1ccc(CN2C(=O)CSc3ccc(NC(=O)NCCC4=CCCCC4)cc32)cc1	103.0	0.2
Cc1nn(-c2ccccc2)c(N)c1C(NC(=O)c1ccccc1)(C(F)(F)F)C(F)(F)F	104.0	0.9
C=CCNC(=S)N(C)C1CCS(=O)(=O)C1 (configuration not stated)	105.0	1.2
N#CNC(=NC1CCCCC1)NC1CCCCC1	106.0	0.2
O=C(/C=C/c1ccc(C(F)(F)F)cc1)OC1CCCCC1=O (configuration not stated)	103.0	0.1
N#Cc1c(C(F)(F)F)cc(-c2cccs2)nc1S/C=C/C(=O)c1ccccc1	103.0	-0.2
CC(C)CN(CC(C)C)C(=O)c1cc(-c2ccc(Cl)cc2)n[nH]1	101.0	-0.5
CCN(CC)S(=O)(=O)c1cc(C(=O)NC(C)(C)C)ccc1Cl	103.0	0.6

Following part.
SMILES	Polio RdRp inh	Polio RdRp inh FP z-score
COCCN1Cc2cccc(C(=O)NC(C)CCc3ccco3)c2C1=O (configuration not stated)	100.0	0
Cc1nc2ccccc2nc1OCc1cc(=O)n2cc(Br)ccc2n1	98.0	-0.8
Cc1ccccc1CCN1C(=O)CCC1(C)C(=O)N1CCCC1 (configuration not stated)	102.0	-0.1
CSc1ccc(CNC(=O)c2cc3c(=O)n(Cc4ccco4)ccc3nc2C)cc1	110.0	0.8
Cc1cccn2c(Nc3ccccc3)c(-c3cccs3)nc12	111.0	0.8
CC1CN(C(=O)C2CCCN2S(=O)(=O)c2cccc3nsnc23)CC(C)O1 (configuration not stated)	100.0	-0.1
O/N=C(/c1ncon1)N1CCN(c2ccccc2)CC1	99.0	-0.6
CCOC(=O)CSc1nnc(Nc2ccccc2OC)s1	105.0	0.3
CCOc1ccccc1C(=O)Nc1cc2c(cc1N1CCOCC1)n(C)c(=O)n2C	101.0	-1
CCOC(=O)CSc1nc(Nc2ccc(OC)cc2)c2cnc(N(CC)CC)nc2n1	102.0	-0.3
COc1ccccc1NC(=O)c1ccc(N2CC3CC(C2)c2cccc(=O)n2C3)c(NC(=O)c2cccnc2)c1 (configuration not stated)	101.0	0.2
COc1ccccc1N1CCN(CCCNC(=O)Cn2cnc3onc(C)c3c2=O)CC1	101.0	-0.3
Cc1cccc(C(=O)OC2CCCN(C)C2)c1C (configuration not stated)	100.0	-0.5
COCCCNC(=O)C(C)n1c2ccccc2c2cnn(C)c(=O)c21 (configuration not stated)	109.0	0
Cc1cc(C(=O)N(C)Cc2ccc(Br)cc2)no1	105.0	0.3
CC(=O)N1c2ccc(S(=O)(=O)NCC3CCC(C(=O)Nc4cc(C)ccc4C)CC3)cc2CC1C (configuration not stated)	117.0	0.2
CCN(CC)CCNCc1cccs1	101.0	0
CNCc1ccc(C(C)(C)C)cc1	101.0	-0.3
CCCCn1c(O)c(C#N)c(C)c(N=Nc2ccc(OC)cc2)c1=O	69.0	-9
COC(=O)c1ccc(Cl)cc1NC(=O)NCCc1c(C)nn(C)c1C	105.0	-0.1
O=C(CCS(=O)(=O)c1ccc(Br)s1)Nc1c(F)cccc1F	103.0	0
CCC(=O)Nc1c2c(nn1-c1ccccc1)CS(=O)C2 (configuration not stated)	100.0	-0.6
CCOc1ccc(NC(=O)CN(Cc2ccccc2)S(=O)(=O)c2ccc(C)cc2)cc1	100.0	-0.1
Cc1ccc(CNC(=O)[C@@H](c2ccccc2)N2Cc3ccccc3C2=O)cc1	101.0	-0.4
CC1(C)CC(=O)c2sc3nc(-c4ccc(Br)cc4)cn3c2C1	100.0	-0.8
CC1=C(C(=O)Nc2ccc(F)cc2F)C2(CCN(C(C)C)CC2)OC1=O	111.0	0.9
C=C(C)CN(CC)C(=O)CSc1ncnc2ccccc12	100.0	-0.2
CC(C)N(Cc1ccccc1)C(=O)N(C)C	99.0	-0.8
COc1ccc(OC)c(NC(=O)CCc2nc(-c3ccc(C)cc3)no2)c1	105.0	0

Screens (PubChem)
